PolyA inhibitor: polyadenylation inhibitors in yeast reporter cells, primary screen, luminescence, S. cerevisiae. calls only at 12 µM. 0.02% of 300,000 active. S. cerevisiae SKY197-pL101 polyadenylation reporter, beta-gal luminescence; efflux-impaired pdr1/pdr3 knockout yeast; score 100 = 6 SD above DMSO;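 active = lowest replicate activity score at least 50, where 100 means six control SD above control mean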;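 also: yeast exposed to compound for 9 h at 30 °C; higher score means more reporter readthrough which indicates perturbed polyadenylation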
HSP90 inh: HSP90 inhibitors, primary screen, cell lysate, luminescence. Heat shock protein HSP 90 (rabbit reticulocyte lysate; luciferase refolding). Rabbit reticulocyte lysate, luciferase refolding luminescence, 3 h. inhibition, % at 5.6 µM. 0.91% of 290,000 active;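 active = inhibition above the screen-wide mean plus 3 SD, computed separately per campaign, cut at about 16% in these data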;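 also: 0% = DMSO wells and 100% = 60 µM geldanamycin wells; inhibitors lower the luminescence because luciferase stays unfolded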
HSF1 inhib: HSF1 inhibitors in luciferase reporter cells, primary screen, cell-based, NIH3T3, luminescence | NIH3T3-HGL HSE-luciferase, MG132-induced, luminescence 8 h; stronger effect = lower value | activity change, negative = inhibition, % at 7.5 µM (by protocol) | 0.77% of 300,000 active | AID 2098, 2009;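 active = more than half of replicate wells show activity change below -50%, luminescence cut by over half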;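 also: luciferase reports HSF-1 transcriptional activity via heat shock element; 0% = median of DMSO wells and -100% = zero luminescence signal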
KLF5 inh: KLF5 expression inhibitors, primary screen, DLD-1 cells, luminescence | DLD-1 KLF5 promoter-luciferase reporter | inhibition, % at 5 µM | 0.23% of 290,000 active;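 active = inhibition above a per-plate limit of that plate's mean compound inhibition plus 3 SD, cut at about 60% in these data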;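 also: 0% = DMSO wells and 100% = LY294002 at 200 µM; higher means less KLF5 promoter-driven luciferase light; inactives centre near -14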
GSK3beta inhib: human GSK3beta kinase inhibitors, primary screen, biochemical, cell-free homogeneous, HTS; 0.038% of 300,000 active; GST-GSK3beta kinase, ADP-Glo luminescence, 60 min; stronger effect = lower value; activity score (negative = inhibition), % at 10 µM; AID 2097, 2009;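 active = more than half of replicate wells score below -50%, meaning over 50% inhibition versus plate controls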;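 also: 0% = median DMSO wells and -100% = median GW8510 positive control wells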
Target sequence (P49841 whole entry, looked up): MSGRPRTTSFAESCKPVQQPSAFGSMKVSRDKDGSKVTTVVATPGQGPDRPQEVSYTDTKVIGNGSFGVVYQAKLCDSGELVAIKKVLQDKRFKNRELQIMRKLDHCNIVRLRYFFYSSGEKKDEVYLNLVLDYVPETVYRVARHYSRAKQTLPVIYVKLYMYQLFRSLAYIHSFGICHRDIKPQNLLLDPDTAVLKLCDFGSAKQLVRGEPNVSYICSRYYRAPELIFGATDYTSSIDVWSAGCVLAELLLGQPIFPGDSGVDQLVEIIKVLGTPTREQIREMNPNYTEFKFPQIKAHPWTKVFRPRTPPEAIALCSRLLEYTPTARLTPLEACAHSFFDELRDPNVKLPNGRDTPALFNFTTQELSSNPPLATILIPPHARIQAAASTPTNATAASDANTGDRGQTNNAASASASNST
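Assay system: GST-tagged human GSK3beta kinase, cell-free; Input: 1.6 ng GSK3beta; Medium: Tris/MgCl2 kinase buffer; Timing: 60 min enzyme reaction, room temperature; Signal: ADP-Glo luminescence quantifying ADP generated by kinase; Evaluation: score relative to plate controls; Benchmarks: DMSO neutral wells and GW8510 at 20 µM as positive.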
aSyn UTR inh: MLPCN primary screen, SNCA 5' untranslated region; alpha-synuclein 5'UTR reporter, inhibitor activity; inhibition, % (tested at 7.5 µM); 0.82% of 300,000 active; AID 1813, 2009; in the data active = inhibition above about 60%;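 also: H4 neuroglioblastoma cells stably carrying SNCA 5'UTR luciferase fusion; 0% = DMSO wells and 100% = positive control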
IEC-6 cytotox: cytotoxicity in IEC-6 intestinal epithelial cells, primary screen, cytotoxicity control for KLF5 inhibitor project, cell-based, luminescence; IEC-6 cytotoxicity, luminescence viability; inhibition, % at 5 µM; 0.78% of 290,000 active; in the data active = inhibition above about 22%;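 also: 0% = plate median of test compound wells and 100% = cytotoxic reference compound wells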
HSF-1 act: HSF-1 activators, primary screen, NIH3T3-HGL cells, MG132 stress, luminescence, single point | NIH3T3-HGL HSF-1 luciferase reporter, 8 h; 100% = twice DMSO control signal | activation, % at 9 µM | 1.7% of 300,000 active;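 active = mean replicate activation of at least 50% with a set share of replicates each reaching 50%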;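 also: 0% = median of the neutral control wells and 100% = twice that signal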
GSK3 alpha inh: blockers of GSK3A enzyme activity – biochemical, luminescence, cell-free homogeneous, HTS, primary screen | AID 2650, 2010 | GSK-3 alpha kinase, ADP-Glo luminescence, 60 min | inhibition, % at 10 µM | 0.1% of 320,000 active | Glycogen synthase kinase-3 alpha (Homo sapiens), P49840;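 in the data active = inhibition above about 50%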;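 also: GST-tagged GSK-3 alpha with peptide substrate and 25 µM ATP; 0% = DMSO neutral wells and 100% = GW8510 positive control wells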
Target sequence (P49840 whole entry, looked up): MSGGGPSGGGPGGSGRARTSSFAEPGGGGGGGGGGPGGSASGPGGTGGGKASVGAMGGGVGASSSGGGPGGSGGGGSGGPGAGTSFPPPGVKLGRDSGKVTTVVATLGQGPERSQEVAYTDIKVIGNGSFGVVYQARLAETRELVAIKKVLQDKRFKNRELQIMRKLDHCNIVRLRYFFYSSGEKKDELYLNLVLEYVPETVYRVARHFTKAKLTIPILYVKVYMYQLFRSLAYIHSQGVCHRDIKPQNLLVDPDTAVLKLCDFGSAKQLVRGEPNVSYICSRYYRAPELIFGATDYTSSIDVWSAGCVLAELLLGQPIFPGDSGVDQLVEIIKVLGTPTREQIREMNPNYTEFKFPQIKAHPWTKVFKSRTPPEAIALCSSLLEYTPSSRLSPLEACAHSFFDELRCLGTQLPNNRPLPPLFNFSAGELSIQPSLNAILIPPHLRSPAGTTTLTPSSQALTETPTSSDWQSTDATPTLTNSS
AI-2 QS modul: Vibrio harveyi AI-2 quorum sensing modulators, primary screen, JMH597 strain, luminescence/OD600 ratio | Vibrio harveyi JMH597 AI-2 luminescence/OD600 ratio, 9 h; stronger effect = lower value; strain lacks LuxN and CqsS sensors; 0 = neutral-control median | activity change, % at 7.5 µM | 0.4% of 300,000 active; in the data active = activity change below about -75%, passing the limit was not always enough;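 also: luminescence divided by OD600 gain over 9 h not by final OD600 alone; inactives centre near 13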
The depositor's hits bear a star; i = inactive; nt = no result given. A portion of the library (hit frequency here may not be typical).

SMILES | PolyA inhibitor | HSP90 inh | HSF1 inhib | KLF5 inh | GSK3beta inhib | aSyn UTR inh | IEC-6 cytotox | HSF-1 act | GSK3 alpha inh | AI-2 QS modul
CCOc1ccc(CNC2CCCc3ccccc32)cc1 (stereo unspecified) | i | 6 | -7 | -6 | -1 | -17 | -4 | 12 | -1 | 15
COC(=O)/C=c1/s/c(=C(\C#N)C(=O)NCc2ccco2)n(-c2ccccc2)c1=O | i | 5 | -4 | 3 | 0 | -34 | -4 | -5 | 1 | 14
O=C(Nn1cnnc1)c1ccccc1F | i | -2 | 1 | -15 | -3 | 10 | -3 | 3 | -2 | 26
Cc1ccc(-n2c(SCC(=O)O)nc3sc4c(c3c2=O)CCCC4)cc1 | i | -1 | -5 | 15 | 3 | 22 | -3 | 13 | -4 | -4
O=C(CP(=O)(c1ccccc1)c1ccccc1)Nn1cnnc1 | i | -1 | 0 | -38 | -3 | 10 | -1 | 20 | -1 | 21
O=C(c1cccc(F)c1)N1CCN(S(=O)(=O)c2ccc(C(F)(F)F)cc2)CC1 | i | -2 | 10 | -17 | 4 | 5 | 2 | 17 | -5 | 13
Cc1cccc(-n2nnc3cnn(C)c3c2=O)c1 | i | 4 | 0 | -14 | -1 | -2 | 8 | 12 | 0 | 21
CC(=O)NC(Cc1ccccc1C)C(=O)NC1CCN(c2nnnn2-c2ccccc2)CC1 (stereo unspecified) | i | 1 | -4 | 6 | -1 | 2 | -2 | -25 | 1 | -2
CCCCOC(=O)CCCN1C(=O)/C(=C2\SC(=S)N(CCCC(=O)OCCCC)C2=O)SC1=S | i | 4 | 0 | -16 | 3 | -21 | 1 | 13 | -2 | 10
CCOC(=O)C1=C(c2ccccc2)N=c2s/c(=C\c3ccco3)c(=O)n2C1c1cccs1 (stereo unspecified) | i | 4 | nt | -17 | 0 | 1 | -3 | nt | -3 | 20
CC(C)Oc1ccc(C(=O)OC(C)C(=O)Nc2nc(-c3cccc([N+](=O)[O-])c3)cs2)cc1 (stereo unspecified) | i | 1 | -2 | -6 | 4 | -37 | -4 | 8 | -6 | 12
Cc1cc(Cl)ccc1OCCCC(=O)N1CCN(C(=O)c2ccco2)CC1 | i | -1 | 3 | -3 | -2 | 30 | -4 | 1 | 3 | -5
COc1cccc(CNC(=O)c2ccc(C3SCCS3)cc2)c1 | i | 4 | 8 | -29 | -1 | -28 | 6 | 0 | -1 | 23
Oc1ccc(Cl)cc1CNc1ccc(Br)cn1 | i | -5 | 13 | -162 | 2 | -142 | -1 | 31 | 1 | -55
Cc1c(C)c2ccc(OCC(=O)NCCc3c[nH]c4ccccc34)c(C)c2oc1=O | i | -3 | 5 | -13 | 3 | 29 | -3 | 23 | -1 | 67
CC(CC(=O)Nc1ccc(C(N)=O)cc1)c1ccccc1 (stereo unspecified) | i | -5 | 8 | 5 | 0 | 4 | -9 | 0 | -1 | 9
COC(=O)c1ccc2c(=O)[nH]c(CN3c4ccccc4CC3C)nc2c1 (stereo unspecified) | i | -1 | 2 | -6 | 4 | -6 | -1 | -2 | 2 | 29
Cc1cc(C(=O)N/N=C/c2ccc(-c3ccccc3Cl)o2)n[nH]1 | i | -1 | 13 | -13 | 2 | -41 | -4 | 23 | 2 | 42
O=C(Cc1n[nH]c(=O)c2ccccc12)OCC(=O)c1ccc(F)c(F)c1 | i | nt | -2 | nt | 1 | 1 | nt | 10 | -1 | 5
Cc1cc(C)c(S(=O)(=O)N(CC(=O)N2CCOCC2)C2CCCCC2)c(C)c1 | i | -1 | 2 | -22 | -1 | 14 | -2 | -4 | -4 | 31
CCSc1nnc(NC(=O)CSc2nnc(CNC(=O)c3cc(OC)c(OC)c(OC)c3)o2)s1 | i | 1 | -1 | -19 | -28 | 3 | 5 | -9 | -1 | 4
COc1cc2c(cc1OC)C(c1ccc(C)cc1)NC(=O)C2 (stereo unspecified) | i | 1 | -34 | -22 | 4 | 11 | -9 | -43 | -1 | 15
Cc1c(C(=O)N2CCCCC2C)sc2ncnc(N3CCc4ccccc4C3)c12 (stereo unspecified) | i | 3 | 2 | 6 | 5 | -11 | 8 | -4 | -1 | 23
CCC(=O)N1CCN(c2c(Cl)cccc2[N+](=O)[O-])CC1 | i | 2 | 1 | 7 | -2 | 13 | 0 | -11 | -2 | 4
O=C(O)CC1(CC(=O)Nc2ccc3c(c2)OCCCO3)CCCCC1 | i | 4 | -7 | -32 | -2 | 10 | -2 | -9 | -5 | 17
O=C1C=C(Nc2cccc3cccnc23)c2ccccc2C1=O | i | 2 | 8 | -35 | -3 | 38 | -6 | 26 | -1 | -7
Cc1ccc(SCC(=O)N2CCN(c3ccccn3)CC2)cc1 | i | -1 | 1 | -19 | -1 | -9 | 0 | 2 | -6 | 17
O=C1NC(=S)S/C1=C\c1ccc2ccccc2c1 | i | -5 | 7 | -67 | 1 | -48 | -3 | 18 | 1 | 3
Cc1ccc(C(=O)CNc2cccc(Cl)c2)cc1 | i | -7 | 13 | -4 | 1 | -44 | -2 | 46 | 0 | 27
NC(=O)CCCCC(=O)OCCCc1cccs1 | i | 1 | 1 | -17 | 1 | 2 | 0 | -2 | -1 | 22
COC(=O)c1ccc(CN2[C@H](C(=O)OC)C[C@@]3(O)[C@H](O)[C@H](O)[C@H](O)C[C@@H]23)cc1 | nt | nt | -3 | nt | -3 | 8 | nt | -2 | 0 | 9
Cc1c(CCC(=O)NCCCN2CCCC2=O)c(=O)oc2cc(O)ccc12 | i | 0 | 4 | -20 | -1 | 26 | -4 | 4 | -2 | 11
Cn1nccc1C(=O)N1CCCC(C(=O)c2cccc3ccccc23)C1 (stereo unspecified) | i | 1 | 5 | -28 | 2 | 0 | 1 | 16 | 0 | 9
O=C(O)c1ccc2c(=O)n3cc(C(=O)c4ccccc4O)cc(Cl)c3nc2c1 | i | 2 | 0 | -19 | -4 | -45 | -25 | -7 | 3 | 23
COC(=O)C1CCCCN1C(=O)c1ccc(OC2CCN(C(C)=O)CC2)c(OC)c1 (stereo unspecified) | i | 7 | 2 | -28 | -3 | -8 | 4 | 20 | 4 | 2
COc1ccccc1-c1nc(C#N)c(N2CCN(c3ccccc3)CC2)o1 | i | -1 | 2 | -3 | 5 | 2 | -3 | 29 | -2 | 8
COc1ccc(C2C(C(C)=O)=C(C)Nc3ncnn32)cc1 (stereo unspecified) | i | 1 | -17 | -25 | 0 | 7 | -8 | -5 | 0 | 12
O=C(O)CNS(=O)(=O)c1ccc2c(c1)C(=O)c1cc(S(=O)(=O)NCC(=O)O)ccc1-2 | i | 5 | 0 | -34 | -5 | 24 | -6 | -6 | -4 | 23
CC(=O)Nc1ccc(NC(=O)COC(=O)c2ccc(C)s2)cc1 | i | 3 | -3 | -25 | 0 | -21 | -4 | 5 | -7 | 15
C=CCNC(=S)NCC | i | 1 | -7 | -16 | -7 | 0 | -4 | 14 | -1 | 6
Fc1ccccc1NC(=S)N1CCCCC1 | i | -5 | 21 | -5 | 2 | 2 | -11 | 31 | 0 | 23
COc1ccc(C(=N/O)/C(=N/O)c2ccc(OC)cc2)cc1 | i | -1 | 1 | -8 | 5 | -15 | -5 | 25 | -2 | -6
COCC(C)NC(=O)c1ccc(-n2nc(C(F)(F)F)cc2-c2cccs2)cc1 (stereo unspecified) | i | 2 | -4 | -3 | 0 | 11 | 0 | 28 | nt | 9
Cc1cc(C(=O)Nn2cnc3ccccc3c2=O)ccc1[N+](=O)[O-] | i | 1 | -3 | -19 | -1 | 0 | -2 | -8 | -1 | -86*
COCCn1c(SCC(=O)Nc2ncc(C)s2)nc2sc3c(c2c1=O)CCC3 | i | 7 | 10 | -11 | 1 | 8 | 7 | 22 | nt | 14
CCOC(=O)c1sc(NC(=O)CSc2nnc(Cc3ccccc3)o2)c(C(=O)OCC)c1C | i | 6 | 10 | -28 | 0 | 15 | -2 | 3 | 1 | 29
COCCNC(=S)N/N=C(\C)c1ccc(OC)cc1 | i | -1 | 2 | -10 | -3 | 12 | -4 | 9 | 0 | 21
O=C(Nc1ccc(-c2nnco2)cc1)c1ccccc1 | i | -3 | 10 | -67 | 2 | -78 | 0 | 0 | 0 | 24
CCOc1ccc(NC(=O)c2cc(OC)nc3ccccc23)cc1 | i | 1 | -16 | 66* | -3 | 83* | 88* | -16 | 0 | 25
COc1ccc(CC(=O)NNC(=S)Nc2ccccc2)cc1Br | i | 1 | -6 | -6 | 0 | -21 | -6 | -5 | 0 | 17
COc1cc(/C=C2\SC(=Nc3ccc(F)cc3)N(c3ccc(F)cc3)C2=O)ccc1OCC(=O)O | i | -1 | -5 | -2 | 1 | 26 | 5 | 25 | -3 | 21
COc1ccc(NS(=O)(=O)c2cc(NC(=O)C3CC3)ccc2N2CCCCC2)cc1 | i | 0 | 8 | -27 | 1 | 1 | 0 | 33 | -3 | 46
COc1ccccc1N1CCN(C2CC(=O)N(c3cccc(Cl)c3)C2=O)CC1 (stereo unspecified) | i | 0 | 1 | -19 | -4 | -8 | 10 | 7 | 1 | 1
Cc1cc(C)c(NC(=O)c2ccc(S(=O)(=O)N(C)C)cc2)c(C)n1 | i | -1 | -4 | 4 | -1 | 13 | 7 | -3 | -1 | 32
CCOC(=O)c1cn[nH]c1NC(=S)Nc1ccc(OC)cc1 | i | 65* | -54* | 25 | -1 | 8 | -4 | -63 | -2 | 29
COC(=O)c1ccc(CN2CCC(Oc3cccc(C(=O)N4CCOCC4)c3)CC2)cc1 | i | 0 | -2 | -31 | 0 | -25 | -1 | 3 | -1 | 30
COC(=O)c1c(NC(NC(=O)C(C)(C)C)C(Cl)(Cl)Cl)sc2c1CCC2 (stereo unspecified) | i | 3 | 20 | 15 | 0 | 35 | -1 | 13 | 0 | -7
Clc1ccc2c(NCc3ccccn3)ncnc2c1 | i | -3 | -2 | -31 | -3 | 21 | 8 | 9 | 0 | 28

Among those listed so far, 2 have a cyano group.
SMILES | PolyA inhibitor | HSP90 inh | HSF1 inhib | KLF5 inh | GSK3beta inhib | aSyn UTR inh | IEC-6 cytotox | HSF-1 act | GSK3 alpha inh | AI-2 QS modul
COC(=O)/C=c1/s/c(=C(\C#N)C(=O)NCc2ccco2)n(-c2ccccc2)c1=O | i | 5 | -4 | 3 | 0 | -34 | -4 | -5 | 1 | 14
COc1ccccc1-c1nc(C#N)c(N2CCN(c3ccccc3)CC2)o1 | i | -1 | 2 | -3 | 5 | 2 | -3 | 29 | -2 | 8
